# ADAM17 inh: inhibitors of human ADAM17; P78536; recombinant ADAM17, EDANS/DABCYL FRET peptide cleavage; inhibition, % at 6.95 µM; 370,000 tested, 0.83% active;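 active means inhibition above the mean of compounds lying between control limits plus 3 SD, set per campaign, cut at about 8.5% in these data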;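 further: 0% = DMSO-only wells as the low control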
# PLC-beta3 inh: inhibitors of human phospholipase C beta3. Q01970. Purified PLC-beta3, fluorogenic substrate, fluorescence. inhibition, % at 12.2 µM. 370,000 tested, 0.18% active; in the data active means inhibition above about 11%;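 further: 0% = median of compound wells on plate and 100% = full blocker control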
# Target sequence (Q01970 whole entry, looked up): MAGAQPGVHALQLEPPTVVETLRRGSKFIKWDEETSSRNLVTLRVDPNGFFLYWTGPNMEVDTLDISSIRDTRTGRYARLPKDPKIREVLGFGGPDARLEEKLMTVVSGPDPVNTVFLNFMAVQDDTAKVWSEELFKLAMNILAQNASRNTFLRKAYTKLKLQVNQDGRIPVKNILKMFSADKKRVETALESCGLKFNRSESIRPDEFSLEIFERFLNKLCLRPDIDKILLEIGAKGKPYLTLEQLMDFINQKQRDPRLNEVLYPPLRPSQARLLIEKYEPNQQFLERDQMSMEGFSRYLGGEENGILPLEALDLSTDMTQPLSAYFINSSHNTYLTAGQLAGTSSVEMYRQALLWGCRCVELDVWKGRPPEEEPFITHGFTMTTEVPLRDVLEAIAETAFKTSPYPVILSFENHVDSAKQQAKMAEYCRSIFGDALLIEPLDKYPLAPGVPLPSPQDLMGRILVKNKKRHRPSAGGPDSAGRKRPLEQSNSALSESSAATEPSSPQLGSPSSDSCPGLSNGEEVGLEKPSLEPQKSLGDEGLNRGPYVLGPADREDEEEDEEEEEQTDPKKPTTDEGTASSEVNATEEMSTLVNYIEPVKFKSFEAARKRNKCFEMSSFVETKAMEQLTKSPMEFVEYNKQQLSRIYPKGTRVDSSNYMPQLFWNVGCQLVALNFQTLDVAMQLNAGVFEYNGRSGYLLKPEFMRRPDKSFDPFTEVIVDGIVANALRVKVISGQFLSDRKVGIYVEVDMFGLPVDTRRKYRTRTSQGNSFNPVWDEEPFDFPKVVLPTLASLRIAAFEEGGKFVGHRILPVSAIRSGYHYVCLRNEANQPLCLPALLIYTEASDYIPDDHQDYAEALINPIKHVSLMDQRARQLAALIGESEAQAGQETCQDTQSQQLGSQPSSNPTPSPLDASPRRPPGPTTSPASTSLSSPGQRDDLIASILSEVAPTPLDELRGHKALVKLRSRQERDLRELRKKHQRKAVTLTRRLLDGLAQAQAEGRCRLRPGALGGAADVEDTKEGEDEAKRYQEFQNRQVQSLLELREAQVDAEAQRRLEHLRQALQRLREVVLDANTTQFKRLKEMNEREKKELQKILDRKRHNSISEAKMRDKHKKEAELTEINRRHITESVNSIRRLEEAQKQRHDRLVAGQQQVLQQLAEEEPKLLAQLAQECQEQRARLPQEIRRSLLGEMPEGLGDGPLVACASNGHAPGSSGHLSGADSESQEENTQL
# Tn6 DDE FP: DD(E)-Tn6 binding inhibition, primary FP screen. AID 720509. 370,000 tested, 0.21% active. inhibition, % at 8.3 µM. Fibrin DD(E) TRITC-Tn6 fluorescence polarization displacement;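 active means inhibition above a per-campaign cutoff: mean of compounds within control limits plus 3 SD, cut at about 15% in these data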;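 further: 0% = median of all compound wells on the plate and 100% = blocking peptide control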
# ASAP1 inh: ASAP1 ArfGAP inhibition; AID 624377; inhibition, % at 16.5 µM; Q9ULH1; 360,000 tested, 0.19% active; ASAP1-stimulated ARF1 GTP hydrolysis, GDP FP detection; in the data active means inhibition above about 25%;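 further: 0% = vehicle with enzyme and substrate and 100% = no enzyme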
# Tn7 DDE FP: disrupts Tn7 cyclic peptide binding to fibrin D-Dimer-E complex; FP displacement of FITC-Tn7 peptide from fibrin DD(E); 0% = median of compound wells per plate; 370,000 tested, 0.13% active; P02675; inhibition, % at 8.3 µM;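 active means inhibition above the mean of compounds falling within the control limits plus 3 SD of them, cut at about 14% in these data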;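 further: 0% = plate median of compound wells and 100% = 10 µM Aha-Tn7 peptide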
#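 Assay system: Human clot-derived fibrin DD(E) complex | Buffer or medium: Tris/NaCl/CaCl2 buffer, pH 7.8 | Repeats: One replicate per compound | Benchmarks: Aha-Tn7 high control | Measure: % inhibition scaled between sample-field median and high-control FP | Schedule: 10 min plus 3 h, room temperature | Signal: Fluorescence polarization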
# ARFGAP1 inh: inhibits rat ARF GTPase activating protein 1 | Q62848 | Arfgap1-stimulated ARF1 GTP hydrolysis, GDP FP detection | inhibition, % at 16.5 µM | 360,000 tested, 0.26% active | AID 651572;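 active means inhibition above a per-plate limit, mean inhibition of low control wells plus 3 SD, cut at about 25% in these data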;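 further: 0% = DMSO wells with enzyme and 100% = wells lacking Arfgap1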
#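 Replicates: Single well per compound | Assay system: Truncated rat Arfgap1 GAP domain | Control set: No-Arfgap1 wells (100%) versus DMSO full-reaction wells (0%) | Times: Enzyme reaction 120 min at 25 °C after 20 min preincubation | Reagent: Human ARF1(Δ1-17)-GTP substrate | Measured by: Tracer-displacement fluorescence polarization with EDTA stop, 620/688 nm | Measure: Percent inhibition of Arfgap1-stimulated GTP hydrolysis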
# TDP2 inh: blocks human TDP2 phosphodiesterase activity; O95551; recombinant TDP2, T5PNP hydrolysis, p-nitrophenol absorbance 415 nm; inhibition, % at 12.8 µM; 370,000 tested, 0.34% active;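 active means inhibition above the mean of all tested compounds plus 3 SD, set per campaign, cut at about 25% in these data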;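 further: 0% = DMSO with enzyme and 100% = buffer with substrate but no TDP2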
#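 System – recombinant human TDP2 · Amount – 120 nM TDP2 per well · Buffer or medium – Mg2+-containing Tris-HCl buffer, pH 7.5 · Reagent – T5PNP substrate, 5 mM · Dosing – 12.8 µM single point, 1% DMSO · Incubation – 2 h at 37 °C · Measured by – epi absorbance · Read-out basis – percent inhibition · Benchmarks – high control without enzyme, low control DMSO plus TDP2 · Repeats – singlicate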
# ADAM10 inh: inhibits human ADAM10; 370,000 tested, 0.62% active; recombinant ADAM10, EDANS/DABCYL FRET peptide cleavage, 3 h; inhibition, % at 7 µM; O14672;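 active means inhibition above a per-campaign cutoff equal to the mean of compounds falling between control-based bounds plus 3 SD, cut at about 20% in these data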;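 further: 0% = DMSO wells while the 100% control is not disclosed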
# SIAE primary: inhibitors of human sialic acid acetylesterase SIAE. SIAE FP-Rh probe binding, fluorescence polarization. inhibition, % at 9.66 µM. 370,000 tested, 0.69% active. Q9HAT2;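 active means inhibition above a cutoff: mean of compounds within the control limits plus 3 SD of those, cut at about 17% in these data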;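 further: 0% = plate median of compound wells and 100% = probe without SIAE protein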
# PLC-gamma1 inh: inhibitors of human phospholipase C gamma1; inhibition, % at 12.2 µM; purified PLC-gamma1, fluorogenic substrate, fluorescence; P19174; 370,000 tested, 0.84% active; in the data active means inhibition above about 9.5%
# Numbers without * were called inactive. These rows are one share of the data (hit frequency here may not be typical).
# Below each SMILES: ASAP1 inh, ADAM10 inh, ARFGAP1 inh, PLC-beta3 inh, PLC-gamma1 inh, TDP2 inh, SIAE primary, Tn7 DDE FP, ADAM17 inh, Tn6 DDE FP
- COC(=O)[C@@H]1C(OC(=O)c2ccccc2)CC2CCC1N2C (stereo partly drawn)
→ 1.9, -19.5, 7.6, -5.5, -0.2, 1.1, -4.7, 3.6, -1.1, 1.7
- O=C1NC(=O)N(c2ccccc2F)C(=O)/C1=C/c1ccc(Oc2ccc([N+](=O)[O-])cn2)cc1
→ 7.8, -0.1, -2.2, -1.0, -0.1, -2.4, 16.4, -11.2, 1.4, 0.1
- CC(C)(C)n1cc(C(=O)c2ccccc2OCCCF)cn1
→ -17.0, -5.5, 0.7, -13.8, -6.2, -4.5, -0.7, -1.4, -3.3, 2.2
- COc1cccc(N=Cc2c(O)n(Cc3ccco3)c(=O)[nH]c2=O)c1
→ -6.0, -18.7, 5.0, -45.0, -29.1, -2.0, -13.9, 4.0, -6.0, -1.6
- N=c1c[n+](C2CCCCC2)[n-]o1
→ -4.7, 1.6, 6.5, -0.7, 2.3, 2.4, 0.6, -14.4, 1.4, -2.2
- COc1ccc(-c2nn(CCC#N)cc2C(=O)Nc2ccc(C(C)=O)cc2)cc1[N+](=O)[O-]
→ 3.4, 0.8, 9.1, -3.1, 0.1, 10.1, -9.3, -1.4, 0.0, -5.9
- CCC1(CC(C)c2ccccc2)C(=O)NC(=O)NC1=O (stereo not drawn)
→ 0.8, -10.8, 3.5, -0.8, 1.3, -5.1, 0.6, -5.4, -1.8, -4.0
- CC1CN1P1(=O)OCC(C)([N+](=O)[O-])CO1 (stereo not drawn)
→ 2.5, -10.8, 10.0, -2.8, 1.0, -6.0, -3.6, 3.1, -2.6, -10.5
- COc1ccc(NC(=S)NC(NC(=O)CF)C(Cl)(Cl)Cl)cc1[N+](=O)[O-] (stereo not drawn)
→ 11.1, -6.0, 7.3, -0.2, 8.6, -21.7, -5.0, 1.4, -2.7, -2.8
- C=CCN(CC=C)C(=O)CCN1CC1C (stereo not drawn)
→ -0.2, -4.5, 4.3, 0.0, 0.1, -8.3, 0.8, -5.6, 1.4, -7.1
- CCC(=Nc1ccccc1NC(C)=O)c1c(O)n(C)c(=O)n(C)c1=O
→ -8.8, -4.2, -7.8, -3.4, -1.0, 8.8, -4.0, 4.2, -6.8, -1.0
- Cc1ccc(-n2nc(C)cc2NC(=O)COc2cc(C)cc3oc(=O)c4c(c23)CCC4)cc1
→ -7.0, -2.2, -1.4, 2.7, -2.2, -6.3, 8.6, -4.9, -3.0, 5.6
- CN(C)P(=O)(NC(=O)c1cccn1C)N(C)C
→ 3.8, -12.2, -4.5, 1.8, 0.9, 2.3, -0.6, -3.1, -4.8, 2.4
- O=C(c1cccc2ccccc12)C1CCCN(Cc2ccon2)C1 (stereo not drawn)
→ 9.0, 5.3, 15.1, -6.1, 1.6, 6.7, 1.2, 2.7, -0.8, -3.7
- O=c1[nH]c(=S)[nH]c(O)c1N=Nc1cc2c(cc1[N+](=O)[O-])OCO2
→ 13.9, 7.7, -1.5, -1.4, 6.2, 1.3, -4.5, 0.7, -1.2, -7.3
- Nc1cc2nc3ccccc3nc2cc1N
→ 2.7, -8.9, -1.1, -9.6, -5.2, 11.6, 6.9, -3.6, -3.9, -1.9
- CC1CCCCN1CC(O)c1c[nH]c2ccccc12 (stereo not drawn)
→ 4.6, -10.5, -3.8, -11.5, 2.8, -17.2, -7.9, -0.3, -6.3, -4.6
- Cc1ccc(Cn2nnnc2CN2CCC(n3nnc4cc(C)ccc43)CC2)cc1
→ 0.8, 9.6, 0.2, -1.9, 5.1, -10.7, -3.9, -3.0, 9.3*, -2.0
- c1cc2c(cc1CCNC1CCCCCC1)OCO2
→ 16.0, -2.0, 6.1, 3.2, 5.4, 3.3, 1.9, -6.1, 5.0, 4.1
- CN(C(=O)Cc1ccc(Cl)c(Cl)c1)C(CN1CCCC1)c1cccc(OCC(=O)O)c1 (stereo not drawn)
→ -16.2, -8.4, 3.6, -0.9, 0.3, 12.1, -0.2, 4.5, -5.8, 2.6
- COc1ccc(-c2nn(CCC#N)cc2C(=O)NCc2ccccc2)cc1[N+](=O)[O-]
→ 11.7, -1.2, 6.6, -1.1, -0.4, -12.0, -8.4, 2.1, -1.9, -7.4
- O=c1c2ccccc2nc(-c2ccoc2)n1-c1ccccc1Cl
→ 2.1, 4.1, 0.1, 2.5, 2.7, 9.8, 4.1, -2.3, -2.1, 7.0
- CC(=NCCN(C)C)c1c(O)n(Cc2ccccc2)c(=O)[nH]c1=O
→ -3.0, -8.0, 0.4, -3.5, 0.1, -2.7, 6.3, -8.0, -0.9, 2.8
- COc1ccc(C2c3c(nc(C)[nH]c3=O)Oc3c2c(=O)oc2ccccc32)cc1 (stereo not drawn)
→ 2.7, 4.3, 0.0, -10.5, -1.4, 0.3, -7.2, 1.9, -3.2, 4.4
- CCOP(=O)(OCC)C(NC(=O)C(C)C)C(Cl)(Cl)Cl (stereo not drawn)
→ 17.2, -0.4, 9.9, 0.3, -1.2, 7.2, 7.0, 4.1, -4.8, -4.9
- Cc1ccc2c(c1)CNc1ccccc1O2
→ -2.0, -1.9, 3.5, 0.8, -0.5, 1.9, 10.9, 2.7, -3.5, 5.3
- COc1ccc(C2SCC(=O)Nc3c2c(=O)[nH]n3C2CCCCCC2)cc1 (stereo not drawn)
→ -14.9, 0.1, 6.0, 2.5, 2.3, 2.2, 0.1, -5.3, 1.7, -4.5
- CCOc1ccc(NC(=O)N2C[C@H]3C[C@@H](C2)c2cccc(=O)n2C3)cc1
→ 2.7, -1.4, 0.3, 6.0, 3.4, 0.1, 2.6, 1.2, 0.0, -4.0
- CN1CCc2cc3c(c4c2C1Cc1ccccc1-4)OCO3 (stereo not drawn)
→ 4.5, -45.9, 5.3, -193.9, -126.5, 23.4, 24.5*, 8.9, -16.3, 14.8
- Cc1ccc(N)c(C)c1
→ 5.5, -10.4, -0.6, 2.3, 1.8, -7.1, -4.2, 7.1, -3.8, -1.7
- COC(=O)C1=C(c2ccc(F)cc2OCc2ccccc2)C[C@@H]2CC[C@H]1N2C(=O)NCc1ccc(F)cc1
→ 14.4, 6.1, 4.4, 1.9, -1.9, -6.6, 2.8, -1.9, 4.1, -2.2
- Cc1ccc2nc3c(cc2c1)CC1(C(=O)N(C)C(=O)N(C)C1=O)C1CCCCN31 (stereo not drawn)
→ 8.5, -107.0, 9.1, -31.9, -26.7, 3.7, -8.1, 1.6, -27.3, -3.0
- Cc1cc(C)c(C)c(C(O)(C(=O)O)c2ccccc2)c1 (stereo not drawn)
→ -12.4, -2.7, 1.1, 0.4, -1.7, -11.6, 0.4, -0.6, 0.4, -4.8
- COc1ccc2[nH]c3c(c2c1)CCN[C@H]3C
→ -12.8, -12.6, -3.4, -42.4, -25.9, -3.0, 3.6, -1.3, -6.4, -4.5
- Cc1cccc(N2C(=O)/C(=C/c3ccc(CN(CCC#N)S(C)(=O)=O)o3)C(=O)NC2=S)c1
→ -1.2, 8.8, -7.8, -34.4, -22.7, -8.0, -2.6, -9.0, 9.1*, 0.2
- Cc1ccc(N)c(C(=O)c2ccccc2)c1
→ 1.2, -9.3, -6.5, -0.3, -1.0, -4.2, -0.4, 1.3, -2.2, 4.4
- O=C(C1CCN(c2nc3ccc(Br)cc3s2)CC1)N1CCC2(CC1)OCCO2
→ 0.8, 3.9, 0.3, 1.7, 2.3, 0.5, -8.6, 4.1, -4.9, 3.1
- O=C1CCN(C(=O)Cc2ccccc2[N+](=O)[O-])CC1
→ -2.7, -2.0, 4.0, 3.7, 4.4, 5.3, -7.6, 6.4, -3.9, -4.9
- Cc1cccc(OP(N)(=O)Oc2cccc(C)c2C)c1C
→ 3.3, -2.2, 6.6, -6.2, 5.6, -13.5, -1.5, 0.4, 0.8, -2.8
- CC(C)CN1CCN(Cc2ccccc2C(F)(F)F)CC1CCO (stereo not drawn)
→ -12.8, -1.9, -4.5, 0.3, -1.0, -3.5, 0.5, -2.4, 1.5, 4.4
- O=C(Nc1cccc2ccccc12)N1Cc2ccccc2-n2nncc2C1
→ 9.6, -257.3, 2.4, -89.3, -66.9, 1.0, 6.2, 1.1, -68.2, -1.2
- Cc1nn(CC(C)C)c(Cl)c1C(=O)NC1CCC(C)CC1 (stereo not drawn)
→ -8.6, 0.7, -10.4, 2.8, 1.6, 1.2, 1.0, -6.7, -1.6, -3.4
- CCC(C)n1c(O)c(C=NCC2CCCO2)c(=O)[nH]c1=S (stereo not drawn)
→ -0.3, 13.9, -4.6, 2.0, 4.3, -25.7, -2.1, -4.8, 1.9, 3.0
- CC(C)Oc1cccnc1N(C)C1CCN(Cc2ccccc2)CC1
→ 6.5, -15.4, 5.0, -1.3, -1.7, 1.6, 8.4, -3.2, -7.9, -1.9
- CC(=O)OC1(c2ccccc2)CCN(C)C(C)C1C (stereo not drawn)
→ 6.4, -6.3, 0.5, -3.5, 2.3, 2.5, -0.9, -2.5, -4.5, 6.6
- O=C(COc1ccc(Cl)cc1)NC1CN2CCC1CC2 (stereo not drawn)
→ -9.1, -1.5, 3.6, 1.9, -1.1, -7.1, -4.9, -0.6, -5.7, -3.9
- C/C=C1/CN2[C@@H]3C4CO[C@@H]3c3c([nH]c5cc(OC)ccc35)[C@@H]2CC14 (stereo partly drawn)
→ -11.2, -4.5, -1.6, 4.6, 2.4, 5.5, 4.8, -3.5, -1.1, -3.2
- O=Cc1cn(Cc2cccc(F)c2)c2ccccc12
→ 4.8, -1.4, 1.2, -5.1, -1.9, 2.1, 1.9, -0.9, 3.0, 1.5
- O=c1[nH]c(=S)n(Cc2ccc(F)cc2)c(O)c1C=NCc1cccnc1
→ -3.5, -5.4, -6.0, 0.4, 10.9*, 10.3, -6.8, -1.1, -4.0, 7.5
- CCC1C2CC3C4N(C)c5ccccc5C45CC(C2C5O)N3C1O (stereo not drawn)
→ -2.5, -26.0, 10.1, 1.6, -0.7, -0.6, -2.7, -1.2, -5.6, 4.2
- COC(=O)C1=C(c2ccc(C(C)=O)cc2)C[C@@H]2CC[C@H]1N2C(=O)N1CCC(O)(c2ccc(Cl)cc2)CC1
→ -3.6, -2.9, 0.9, -0.2, -0.8, -4.0, -5.7, -3.9, -1.9, -4.6
- C=CCn1c(O)c(C(C)=NCCCn2ccnc2)c(=O)[nH]c1=O
→ 1.0, 3.9, 6.8, -6.4, 0.8, -2.9, 0.1, -9.3, 0.6, -7.6

# Limited to Tn7 DDE FP, for two of the compounds above:
Molecule	Tn7 DDE FP
Cc1ccc2nc3c(cc2c1)CC1(C(=O)N(C)C(=O)N(C)C1=O)C1CCCCN31 (stereo not drawn)	1.6
Cc1cc(C)c(C)c(C(O)(C(=O)O)c2ccccc2)c1 (stereo not drawn)	-0.6
